Rtt109 HAT inh – C. albicans Rtt109 histone acetyltransferase inhibition; purified Rtt109/Vps75, ThioGlo CoA-SH fluorescence, 4 h; inhibition, % at 34.9 µM; 0.16% of 330,000 active; Q5AAJ8;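 active = inhibition of at least 50% in every replicate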
Target sequence (Q5AAJ8 whole entry, looked up): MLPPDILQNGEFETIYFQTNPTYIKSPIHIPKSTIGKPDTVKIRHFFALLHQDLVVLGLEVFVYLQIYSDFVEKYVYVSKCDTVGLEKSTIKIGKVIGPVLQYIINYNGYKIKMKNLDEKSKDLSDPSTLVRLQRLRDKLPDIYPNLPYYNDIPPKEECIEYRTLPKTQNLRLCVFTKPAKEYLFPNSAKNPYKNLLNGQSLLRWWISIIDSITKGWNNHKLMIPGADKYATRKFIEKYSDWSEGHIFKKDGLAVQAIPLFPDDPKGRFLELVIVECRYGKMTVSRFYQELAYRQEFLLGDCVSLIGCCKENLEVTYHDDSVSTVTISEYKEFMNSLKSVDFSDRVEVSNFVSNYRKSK
Tat transport – inhibitors of E. coli Tat protein transport | 0.036% of 340,000 active | inhibition, % at 10 µM | E. coli MC4100 TorA-mCherry Tat export, fluorescence;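 active = mean replicate inhibition at least 50% and at least half of replicates individually reaching 50%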;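 note: exported cargo escapes ClpAP degradation while cytoplasmic cargo is degraded and loses fluorescence; 0% = median of neutral control wells and 100% = median of NaSCN control wells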
AddAB inh – less growth of phage-infected E. coli with AddAB; inhibition, % at 11.9 µM; 0.29% of 330,000 active; AID 435030; E. coli expressing H. pylori AddAB, absorbance growth; in the data active = inhibition above about 12%;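 note: 0% = vehicle wells of infected cells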
phage Ecoli inh – E. coli growth loss with phage present; growth absorbance; inhibition, % at 11.9 µM; 0.26% of 360,000 active; AID 651602; in the data active = inhibition above about 11%
PfHsp90 set2 – growth inhibition of yeast expressing Plasmodium Hsp90 | S. cerevisiae expressing PfHsp90, BacTiter-Glo ATP, 48 h; yeast lacking PDR1 and PDR3 efflux regulators | inhibition, % at 9.4 µM | AID 504621 | 0.32% of 310,000 active;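 active = every replicate shows inhibition above about 80%, whatever the replicate mean, limit read from the data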;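 note: 0% = DMSO neutral controls and 100% = 20 µM radicicol positive controls; yeast relying on Plasmodium falciparum Hsp90 in place of its own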
PvdQ inh – blocks Pseudomonas aeruginosa PvdQ acylase activity. purified PvdQ acylase, fluorescence plate reader. inhibition, % at 10 µM. 0.063% of 340,000 active. AID 488965; in the data active = inhibition above about 30%, passing the limit was not always enough;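 note: 0% = vehicle neutral wells and 100% = reference inhibitor wells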
Wnt bcat act – activators of Wnt/beta-catenin signaling; 1.2% of 300,000 active; activation, % at 9.35 µM; Wnt/beta-catenin reporter cell assay, activator, plate reader; in the data active = activation above about 30%, passing the limit was not always enough;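 note: 0% = neutral control wells and 100% = positive control wells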
CAL PDZ FP – blocks peptide binding to human CAL PDZ domain; Q9HD26; purified CAL PDZ, TMR-peptide fluorescence polarization, 1 h; 0.02% of 330,000 active; inhibition, % at 20 µM;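 active = highest replicate inhibition of at least 40%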;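 note: plate controls were DMSO neutral control wells for no effect and unlabeled competitor peptide control wells for full effect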
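Test system: tagged CAL PDZ domain / Buffer or medium: sodium phosphate/NaCl buffer pH 7.4 with TCEP, IgG, Thesit / Reagent: TMR-labelled reporter peptide T*-PRC34 bound in PDZ groove / Compound dosing: single point, 20 µM / Schedule: 1 h incubation at room temperature before polarization reading / Technique: fluorescence polarization (mP) / Benchmarks: unlabelled peptide, DMSO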
DAGLB inh – blocks human DAGLB lipase activity; Q8NCG7; HEK293T DAGLB membrane lysate, EnzChek fluorogenic substrate; inhibition, % at 5.17 µM; 0.059% of 340,000 active; AID 504411; in the data active = inhibition above about 34%;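 note: 0% = enzyme with vehicle and 100% = wells lacking enzyme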
Target sequence (Q8NCG7 whole entry, looked up): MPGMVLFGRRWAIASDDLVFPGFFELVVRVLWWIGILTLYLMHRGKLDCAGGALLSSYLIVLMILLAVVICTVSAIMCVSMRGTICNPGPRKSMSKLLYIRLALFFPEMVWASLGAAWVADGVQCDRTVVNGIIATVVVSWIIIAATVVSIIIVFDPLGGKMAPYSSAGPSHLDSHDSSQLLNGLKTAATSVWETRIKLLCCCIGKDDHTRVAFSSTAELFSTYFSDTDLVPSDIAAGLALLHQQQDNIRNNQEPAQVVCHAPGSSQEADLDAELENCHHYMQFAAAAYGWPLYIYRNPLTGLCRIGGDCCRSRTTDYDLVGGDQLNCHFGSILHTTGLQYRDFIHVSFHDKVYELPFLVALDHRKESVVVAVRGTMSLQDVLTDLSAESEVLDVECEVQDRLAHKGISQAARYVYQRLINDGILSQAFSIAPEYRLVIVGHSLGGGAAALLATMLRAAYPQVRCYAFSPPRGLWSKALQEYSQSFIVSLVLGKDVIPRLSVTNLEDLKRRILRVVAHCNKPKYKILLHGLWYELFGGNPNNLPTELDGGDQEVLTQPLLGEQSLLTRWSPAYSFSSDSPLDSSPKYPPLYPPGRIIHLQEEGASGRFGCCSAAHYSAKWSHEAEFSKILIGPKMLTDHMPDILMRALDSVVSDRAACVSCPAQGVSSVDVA
Ecoli viability – reduces bacterial viability in AddAB counter-screen | 0.27% of 330,000 active | inhibition, % at 11.9 µM | E. coli V3065 growth, OD600 absorbance, 18 h;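 active = inhibition above the campaign's mean inhibition across all tested compounds plus 3 SD, cut at about 9.9% in these data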;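 note: uninfected addAB+ strain grown without phage in ampicillin broth; 0% = DMSO wells and 100% = ciprofloxacin 0.95 µg/ml wells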
The depositor's hits bear a star.

A first look, four compounds:
What do the screens show for `CC(C)(C)C(=O)Nc1nc2c(s1)COc1ccccc1-2`?
Rtt109 HAT inh: 0; Tat transport: -2; AddAB inh: 1.0; phage Ecoli inh: 0.7; PfHsp90 set2: -6; PvdQ inh: -4; Wnt bcat act: 18; CAL PDZ FP: 0.1; DAGLB inh: -2; Ecoli viability: 3.1

How did CS(=O)(=O)c1ccc(Sc2nc3ccccc3[nH]2)c([N+](=O)[O-])c1 do in these assays?
Rtt109 HAT inh: 28; Tat transport: -3; AddAB inh: 1.2; phage Ecoli inh: 3.0; PfHsp90 set2: 17; PvdQ inh: 3; Wnt bcat act: -1; CAL PDZ FP: -0.9; DAGLB inh: -2; Ecoli viability: -1.9

What do the screens show for `c1ccc(CCNc2nnnn2-c2ccccc2)cc1`?
Rtt109 HAT inh: 0; Tat transport: 26; AddAB inh: -0.7; phage Ecoli inh: 3.4; PfHsp90 set2: 0; PvdQ inh: -5; CAL PDZ FP: 0.3; DAGLB inh: 1; Ecoli viability: 0.1

What do the screens show for `O=C(CSc1nc2ccc(Cl)cc2[nH]1)NCCc1ccccc1`?
Rtt109 HAT inh: -1; Tat transport: -10; AddAB inh: 2.6; phage Ecoli inh: 4.0; PfHsp90 set2: 1; PvdQ inh: -6; Wnt bcat act: -2; CAL PDZ FP: -0.2; DAGLB inh: -3; Ecoli viability: 3.1

Main list, previewed entries included:
What do the screens show for `CC(C)(C)C(=O)Nc1nc2c(s1)COc1ccccc1-2`?
Rtt109 HAT inh: 0; Tat transport: -2; AddAB inh: 1.0; phage Ecoli inh: 0.7; PfHsp90 set2: -6; PvdQ inh: -4; Wnt bcat act: 18; CAL PDZ FP: 0.1; DAGLB inh: -2; Ecoli viability: 3.1

How did CS(=O)(=O)c1ccc(Sc2nc3ccccc3[nH]2)c([N+](=O)[O-])c1 do in these assays?
Rtt109 HAT inh: 28; Tat transport: -3; AddAB inh: 1.2; phage Ecoli inh: 3.0; PfHsp90 set2: 17; PvdQ inh: 3; Wnt bcat act: -1; CAL PDZ FP: -0.9; DAGLB inh: -2; Ecoli viability: -1.9

What do the screens show for `c1ccc(CCNc2nnnn2-c2ccccc2)cc1`?
Rtt109 HAT inh: 0; Tat transport: 26; AddAB inh: -0.7; phage Ecoli inh: 3.4; PfHsp90 set2: 0; PvdQ inh: -5; CAL PDZ FP: 0.3; DAGLB inh: 1; Ecoli viability: 0.1

What do the screens show for `O=C(CSc1nc2ccc(Cl)cc2[nH]1)NCCc1ccccc1`?
Rtt109 HAT inh: -1; Tat transport: -10; AddAB inh: 2.6; phage Ecoli inh: 4.0; PfHsp90 set2: 1; PvdQ inh: -6; Wnt bcat act: -2; CAL PDZ FP: -0.2; DAGLB inh: -3; Ecoli viability: 3.1

How did Nc1cc(C(=O)OCC(=O)NCCNC(=O)COC(=O)c2ccc(Cl)c(N)c2)ccc1Cl do in these assays?
Rtt109 HAT inh: -3; Tat transport: -16; AddAB inh: -1.0; phage Ecoli inh: 3.7; PfHsp90 set2: 11; PvdQ inh: -7; Wnt bcat act: 2; CAL PDZ FP: -1.9; DAGLB inh: -3; Ecoli viability: -0.9

How did COc1ccccc1NS(=O)(=O)c1cccc(NC(=O)Cc2cccs2)c1 do in these assays?
Rtt109 HAT inh: -3; Tat transport: -3; AddAB inh: 4.3; phage Ecoli inh: 3.1; PfHsp90 set2: 6; PvdQ inh: 4; Wnt bcat act: -3; CAL PDZ FP: -1.2; DAGLB inh: -3; Ecoli viability: 1.5

What do the screens show for `C=CCNC(=O)c1cc(-c2ccncc2)nc2c(C)cc(C)cc12`?
Rtt109 HAT inh: -5; Tat transport: -7; AddAB inh: -2.0; phage Ecoli inh: 0.9; PfHsp90 set2: 16; PvdQ inh: -11; Wnt bcat act: 2; CAL PDZ FP: 0.5; DAGLB inh: 1; Ecoli viability: -1.8

What do the screens show for `O=C(c1cnn(C(=O)CN2CCCC2=O)c1)c1ccccc1O`?
Rtt109 HAT inh: -7; Tat transport: -13; AddAB inh: 0.9; phage Ecoli inh: 3.5; PfHsp90 set2: -12; PvdQ inh: -11; Wnt bcat act: -3; CAL PDZ FP: 13; DAGLB inh: 3; Ecoli viability: 0.9

How did CCN(CC(=O)Nc1ccccc1C(F)(F)F)CC(=O)NC1CC1 do in these assays?
Rtt109 HAT inh: 7; Tat transport: 18; AddAB inh: 1.4; phage Ecoli inh: -0.3; PvdQ inh: -8; Wnt bcat act: 3; CAL PDZ FP: 0.4; DAGLB inh: 2; Ecoli viability: 0.0

How did Cc1cc(OCC(=O)Nc2ccccc2C)no1 do in these assays?
Rtt109 HAT inh: 12; Tat transport: 7; AddAB inh: 1.6; phage Ecoli inh: 0.6; PfHsp90 set2: -4; PvdQ inh: -18; Wnt bcat act: -1; CAL PDZ FP: -0.4; DAGLB inh: 2; Ecoli viability: 0.3

How did O=C(Nc1ccc(F)cc1F)N1CCCCCC1 do in these assays?
Rtt109 HAT inh: -4; Tat transport: 8; AddAB inh: 0.0; phage Ecoli inh: 1.7; PfHsp90 set2: 5; PvdQ inh: 0; Wnt bcat act: 1; CAL PDZ FP: -0.9; DAGLB inh: -2; Ecoli viability: 0.3

Results for Cc1ccc2c(C(=O)CNc3nncs3)c(C)[nH]c2c1 ?
Rtt109 HAT inh: 1; Tat transport: 8; AddAB inh: 4.3; phage Ecoli inh: 2.9; PfHsp90 set2: -15; PvdQ inh: -22; Wnt bcat act: 5; CAL PDZ FP: -1.8; DAGLB inh: -2; Ecoli viability: 3.2

Results for CCOc1cccc2cc(C(=O)N3CCOCC3)c(=O)oc12 ?
Rtt109 HAT inh: 0; Tat transport: -2; AddAB inh: 1.3; phage Ecoli inh: 1.1; PfHsp90 set2: -36; PvdQ inh: -7; Wnt bcat act: 2; CAL PDZ FP: -6.0; DAGLB inh: 0; Ecoli viability: 0.2

How did CCc1ccc(NC(=O)COC(=O)CC2CCCC2)cc1 do in these assays?
Rtt109 HAT inh: 3; Tat transport: 0; AddAB inh: -0.6; phage Ecoli inh: 4.7; PfHsp90 set2: 3; PvdQ inh: 6; Wnt bcat act: 4; CAL PDZ FP: 0.2; DAGLB inh: -8; Ecoli viability: -2.8

What do the screens show for `Cc1onc(-c2c(Cl)cccc2Cl)c1C(=O)NC(C)(C)CO`?
Rtt109 HAT inh: 9; Tat transport: -11; AddAB inh: 2.3; phage Ecoli inh: 2.3; PfHsp90 set2: 4; PvdQ inh: 8; Wnt bcat act: 0; CAL PDZ FP: -0.6; DAGLB inh: -1; Ecoli viability: -0.9

How did Cc1ccc(C(=O)Nc2ccc3c(c2)C(=O)N(C)C3=O)c(C)c1 do in these assays?
Rtt109 HAT inh: 2; Tat transport: -14; AddAB inh: -3.7; phage Ecoli inh: 2.7; PfHsp90 set2: 10; PvdQ inh: -13; Wnt bcat act: 3; CAL PDZ FP: 0.4; DAGLB inh: -20; Ecoli viability: -1.7

Results for CCOc1ccc(OCC)c(NC(=O)C2CCCN(C(=O)c3ccc(Cl)cc3)C2)c1 (stereo unspecified) ?
Rtt109 HAT inh: -1; Tat transport: -5; AddAB inh: -1.9; phage Ecoli inh: 1.8; PfHsp90 set2: -3; PvdQ inh: -2; Wnt bcat act: -3; CAL PDZ FP: 0.6; DAGLB inh: -3; Ecoli viability: 0.5

How did CCOC(=O)C1CCN(C(=O)c2cc3cc(C)ccc3[nH]2)CC1 do in these assays?
Rtt109 HAT inh: -2; Tat transport: 3; AddAB inh: -0.1; phage Ecoli inh: 3.5; PfHsp90 set2: -23; PvdQ inh: 12; Wnt bcat act: 34*; CAL PDZ FP: -0.9; DAGLB inh: -4; Ecoli viability: 0.5

What do the screens show for `CCOc1ccccc1N1CCN(C(=O)CCNS(=O)(=O)c2ccccc2F)CC1`?
Rtt109 HAT inh: 3; Tat transport: -8; AddAB inh: 2.2; phage Ecoli inh: 1.3; PvdQ inh: -7; Wnt bcat act: 0; CAL PDZ FP: -2.7; DAGLB inh: 0; Ecoli viability: -0.9

Results for Cc1ccc(S(=O)(=O)c2nc(NC3CCS(=O)(=O)C3)sc2Cl)cc1 (stereo unspecified) ?
Rtt109 HAT inh: 6; Tat transport: -2; AddAB inh: 3.7; phage Ecoli inh: 2.1; PfHsp90 set2: -1; PvdQ inh: -4; CAL PDZ FP: -0.4; DAGLB inh: -1; Ecoli viability: -0.2

Results for O=C1CNC(=S)N1c1nc2ccccc2s1 ?
Rtt109 HAT inh: 4; Tat transport: -2; AddAB inh: -0.3; phage Ecoli inh: 2.1; PfHsp90 set2: 3; PvdQ inh: -14; Wnt bcat act: 18; CAL PDZ FP: 0.1; DAGLB inh: 1; Ecoli viability: -2.4

How did CC(O)CN(CC(C)O)c1ccc2c(c1)Cc1cc([N+](=O)[O-])ccc1-2 (stereo unspecified) do in these assays?
Rtt109 HAT inh: 3; Tat transport: -4; phage Ecoli inh: -1.0; PfHsp90 set2: -4; PvdQ inh: -8; Wnt bcat act: -6; CAL PDZ FP: -0.9; DAGLB inh: 2

Results for Cc1cc(C)n2cc(CSCc3ccco3)nc2n1 ?
Rtt109 HAT inh: -13; Tat transport: -9; AddAB inh: 4.6; phage Ecoli inh: 0.8; PfHsp90 set2: -1; PvdQ inh: -7; CAL PDZ FP: 0.0; DAGLB inh: 1; Ecoli viability: 1.3

Results for CN(C)/C=C(\c1cnc(Cl)s1)S(=O)(=O)c1ccccc1 ?
Rtt109 HAT inh: 5; Tat transport: 2; AddAB inh: -1.3; phage Ecoli inh: 5.8; PfHsp90 set2: 10; PvdQ inh: 2; Wnt bcat act: -2; CAL PDZ FP: -2.2; DAGLB inh: 2; Ecoli viability: 2.4

Results for CC(C)[C@H](CN1CCC[C@H]1CN1C(N)=NC[C@H]1C(C)C)N1C[C@@H](Cc2ccccc2)N(CCCC2CCCC2)C1=N ?
Rtt109 HAT inh: 2; Tat transport: 1; AddAB inh: 8.6; PfHsp90 set2: 18; PvdQ inh: -14; CAL PDZ FP: 1.2; DAGLB inh: 5; Ecoli viability: 1.4

Results for Cc1ccccc1NCc1ccc(O)c2ncccc12 ?
Tat transport: -3; AddAB inh: 0.1; phage Ecoli inh: 1.5; PfHsp90 set2: 14; PvdQ inh: -7; Wnt bcat act: -1; CAL PDZ FP: -2.6; DAGLB inh: 4; Ecoli viability: 0.9

Rows were taken by chance; overall some 1.9% were active at least once.
